# Screening data deposited in PubChem by National Center for Advancing Translational Sciences (NCATS).
# HT1080NT lethal: kills 2HG-producing HT-1080-NT fibrosarcoma cells; HT-1080-NT fibrosarcoma viability, CellTiter-Glo ATP luminescence, 48 h; Potency, µM (top dose mostly 46.1 µM), inactives show top-dose activity, negative = less viability, usual class: cytotoxic; 360,000 tested, 1.6% active; AID 686970;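 also: NT is the 2HG producing partner of a matched IDH1 knockdown line; potency is read from the fitted curve at half-maximal effect; 0% = DMSO-treated cells and -100% = media-only wells without cells; nearly all actives have a fitted effect of over 55% in size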
#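 750 cells/well, RPMI + 5% FBS; 2 h settle, compound pin-transfer, 48 h at 37 degrees C. CellTiter-Glo 10 min RT, luminescence. Normalized to DMSO and media-only wells.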
# HT1080 IDH1KD tx: toxicity to HT-1080 IDH1 knockdown cells (counter line). HT-1080 IDH1 knockdown viability, ATP luminescence, 48 h. Potency, µM (series often up to 46.1 µM), for inactives: top-dose activity, negative = toxicity, most hits filed as cytotoxic. 360,000 tested, 2% active. AID 686971;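 also: potency is read from the fitted curve at half-maximal effect; 0% = DMSO wells and -100% = cell-free medium wells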
#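 Viability of IDH1-knockdown HT-1080 fibrosarcoma cells was assessed by CellTiter-Glo after 48 h at 37 °C with titrated compound; concentration-effect curves were classified by fit quality and response size.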
# HEK293 tox: cytotoxicity counter-screen for GLP-1 receptor inverse agonists | HEK293 cAMP-luciferase reporter cells, luminescence, 24 h | Potency, µM (highest dose often 38.3 µM), without a hit: top-dose activity change, negative = inhibition, most hits filed as inhibitors | 410,000 tested, 0.13% active | AID 624418;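 also: loss of luciferase light is scored as toxicity; potency is read from the fitted curve at half-maximal effect; % is scaled to controls: 0 for no effect and ±100 for the full control effect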
#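 Luminescence readout: signal drop marks cytotoxicity. Plated cells grew 12 h at 37 °C, 5% CO2, received 23 nL compound for 24 h, then got luciferase reagent, read after 12 min at RT.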
# KB-3-1 tox: kills parental KB-3-1 adenocarcinoma cells; 400,000 tested, 1.4% active; KB-3-1 viability, CellTiter-Glo ATP luminescence, 72 h; AID 1347075; Potency, µM (titrated, usually from 46.1 µM), for inactives: at the highest dose activity change, negative = cytotoxic, usual class: cytotoxic; also: potency is read from the fitted curve at half-maximal effect; % is scaled to controls: 0 for no effect and ±100 for the full control effect; nearly all actives have a fitted effect of over 60% in size
#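 KB-3-1 parental drug-naive adenocarcinoma cells in DMEM/10% FBS, incubated 72 h at 37 C with pin-transferred compounds across a concentration series. Viability by CellTiter-Glo luminescence; concentration-response curves fitted after normalization.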
# MCF10A rereplic: induces DNA re-replication in MCF 10a normal breast cells. MCF 10A DNA re-replication, Hoechst nuclear intensity, 48 h. Potency, µM (titrated, usually from 46.1 µM), for the others: top-dose activity, positive = re-replication, hits mostly activators. 350,000 tested, 2.9% active. AID 624296; also: potency is read from the fitted curve at half-maximal effect; % of control where 0% means no effect; nearly all actives have a fitted effect of over 50% in size
# KB-V1 cytotox: KB-V1 MDR subline cytotoxicity. 400,000 tested, 3.4% active. KB-V1 MDR cells viability, CellTiter-Glo, 72 h. Potency, µM (titrated, usually from 46.1 µM), for inactives: at the highest dose activity change, negative = cytotoxicity, actives largely listed as cytotoxic; also: potency is read from the fitted curve at half-maximal effect; % is scaled to controls: 0 for no effect and ±100 for the full control effect; nearly all actives have a fitted effect of over 60% in size
#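 qHTS viability screen in drug-selected KB-V1 MDR cells: 72 h compound treatment at 37 degrees C, ATP luminescence end point.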
# D3 ag: agonists of human D3 dopamine receptor; D3R DiscoveRx beta-arrestin cells, luminescence, 90 min; 410,000 tested, 0.58% active; max activation, %; in the data active = max activation above about 30%; also: 0% is about no effect; mostly tested at two doses, the higher about 12 µM
# Target sequence (P35462 whole entry, looked up): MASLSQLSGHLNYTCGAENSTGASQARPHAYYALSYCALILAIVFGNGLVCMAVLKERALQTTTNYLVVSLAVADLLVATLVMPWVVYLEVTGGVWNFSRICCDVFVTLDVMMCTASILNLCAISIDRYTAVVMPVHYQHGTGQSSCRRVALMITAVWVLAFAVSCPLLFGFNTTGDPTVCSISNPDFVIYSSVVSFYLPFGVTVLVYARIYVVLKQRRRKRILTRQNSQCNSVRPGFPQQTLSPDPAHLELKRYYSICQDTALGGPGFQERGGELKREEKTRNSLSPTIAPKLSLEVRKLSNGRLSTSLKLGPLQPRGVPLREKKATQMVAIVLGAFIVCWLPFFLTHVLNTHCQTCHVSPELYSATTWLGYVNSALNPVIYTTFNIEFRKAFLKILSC
#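 Agonist mode: compounds and dopamine controls were applied to plated cells for 90 min at 37 degrees C after an overnight attachment at 1500 cells/well. Luminescent read-out followed 30 - 60 minutes at room temperature with DiscoveRx detection reagent.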
# IL-1B inflam inh: inflammasome signaling inhibition, IL-1 beta readout; THP-1 LPS/ATP IL-1B secretion, AlphaLISA, 16 h; hits give low values; activity change, % at 57.5 µM; 360,000 tested, 4.7% active; AID 743279; in the data active = activity change below about -50%; inconclusive = mostly about -30% to -49%; also: % is scaled to controls: 0 for no effect and ±100 for the full control effect
#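 Secreted IL-1B measured by AlphaLISA bead assay after 16 h compound exposure of THP-1 cells; compounds (final up to 57.5 uM) added 1 h before LPS (250 ng/mL) and ATP (1.25 mM) stimulation; lower signal means less secretion.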
# SW480 rereplic: DNA re-replication induction in SW480 cells. Potency, µM (titrated, usually from 46.1 µM), for the others: at the top dose re-replication activation, actives largely listed as activators. 340,000 tested, 1.8% active. AID 624297. SW480 DNA re-replication, Hoechst DNA content imaging, 48 h; also: potency is read from the fitted curve at half-maximal effect; % of control where 0% means no effect; nearly all actives have a fitted effect of over 55% in size
#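 DNA re-replication was detected as more nuclei of elevated Hoechst intensity after 48 hr exposure to compound (23 nL pinned per well of 250 cells).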
# Numbers without * were called inactive; ? = inconclusive; / = not tested or not shown; [ ] = dose if it differs, or a comment. Unless noted, calls follow the shape of the dose curve; as a rule, active = well fitted curve in the direction sought with a large enough effect; inconclusive = small, poorly fitted or top-dose-only effect, or another doubt; inactive = no such curve, though single readings can be large; an effect the other way counts as inactive or inconclusive.
# Second line of a record: MCF10A rereplic, SW480 rereplic, D3 ag, IL-1B inflam inh, KB-3-1 tox, KB-V1 cytotox, HT1080 IDH1KD tx, HEK293 tox, HT1080NT lethal
CN(C)CCCN(C(=O)c1ccc2c(c1)CCCC2)c1nc2cc3c(cc2s1)OCO3
 : 16µM*, ?, -13, -86*, ?, 0%, ?, ?, 18µM*
COc1cccc(C(C)(O)c2nc(-c3ccccc3OC)cs2)c1 (stereo not drawn)
 : /, /, -2, 0, 0%, 1%, -23%, 14%, -9%
COc1cccc2[nH]c(C(=O)NCCCN3CCCC3=O)cc12
 : -3%, -6%, 5, 19, 2%, 4%, -7%, -35%, 3%
N#Cc1ccc(C(=O)OCC(=O)Nc2ccc(N3CCOCC3)cc2)cc1
 : 0%, 1%, 6, -5, -1%, 7%, 23%, 8%, 19%
CCn1c(SCC(=O)c2ccccc2)nc2c(c1=O)SC(C)C2 (stereo not drawn)
 : -7%, 0%, 1, 0, 0%, 0%, -27%, 2%, -22%
O=C(Oc1ccccc1)c1cccc2cccnc12
 : 0%, -5%, -6, -3, -5%, -15%, 4µM*, -18%, 4µM*
Cc1cc(F)ccc1C(O)c1ncc(-c2ccccc2)[nH]1 (stereo not drawn)
 : /, /, -4, 43, 0%, 0%, -9%, -1%, -9%
Cn1c(Cc2ccccc2)nnc1SCC(=O)NC1CCCC1
 : -17%, -2%, 3, 8, -8%, 7%, 4%, 5%, 3%
COc1ccccc1NC(=O)c1cc2c(-c3ccccc3)nn(-c3ccccc3)c2s1
 : /, /, 2, /, ?, -16%, /, 0%, /
C=CCSc1nc(-c2ccc(OC)cc2)c(C#N)c(=O)n1CC=C
 : 21µM*, -2%, 2, -102*, -2%, -27%, ?, -24%, -33%
O=C(Nc1ccc(N2CCN(C(=O)c3cccs3)CC2)cc1)c1ccco1
 : -1%, 0%, -6, -26, 7%, -25%, -20%, -4%, -13%
CCOC(=O)/C=C1\SCC(=O)N1CC(O)CN1C(=O)CS/C1=C\C(=O)OCC
 : ?, 0%, 1, -21, 0%, 4%, -1%, 56%[activator], -3%
Cc1cccc(C(=O)OCC(=O)NCCCc2ccccc2)c1O
 : 6%, -3%, -4, 12, 7%, ?, -1%, 3%, -3%
Nc1c(N(CCC2=CCCCC2)C(=O)C2CC2)c(=O)[nH]c(=O)n1Cc1ccccc1
 : 0%, -2%, -4, 11, 28%, -2%, 3%, 1%, 6%
C/C(CC(=O)Nc1cc(Cl)ccc1Cl)=N\NC(=O)c1ccco1
 : ?, 6%[9.22 µM], 1, 3, -4%, 4%, -3%, -6%, -12%
CNC(=O)CCC(=O)Nc1ccc(C(=O)OC)cc1
 : -1%, 0%, -9, -11, 11%, 9%, 12%, -22%, 24%
COc1ccc(CNC(=O)C2CCCN(c3nccc(C)n3)C2)cc1 (stereo not drawn)
 : -7%, -4%, 1, -5, 11%, ?, 14%, -5%, 2%
CN(C)S(=O)(=O)c1ccc(Cl)c(NC(=O)COC(=O)C2CCCO2)c1 (stereo not drawn)
 : -2%, -12%, -1, 6, 1%, 0%, -14%, 1%, 1%
O=C(N/N=C/c1cccc(Cl)c1Cl)Nc1ccccc1
 : 15%, -13%, -6, -15, -2%, -20%, 2%, 6%, 11%
O=C(O)CC(c1ccccc1)c1ccccc1
 : -4%, -3%, -12, 16, -5%, -1%, -13%, 2%, 2%
Cc1onc(-c2c(F)cccc2Cl)c1C(=O)N(Cc1ccccc1)C(C)C
 : 9%, 19%, -3, 12, -22%, ?, -20%, -5%, 2%
CCN(C(=O)CSc1nc2c(cnn2-c2ccccc2)c(=O)[nH]1)C1CCS(=O)(=O)C1 (stereo not drawn)
 : 0%, -117%[inhibitor], 6, -7, 1%, -4%, 5%, 10%, 6%
COc1cc(OC)c(NC(=O)Cn2cnc3sc(C)c(S(=O)(=O)N4CCOCC4)c3c2=O)cc1Cl
 : ?, -3%, -1, -21, 0%, 0%, -3%, 2%, -4%
CC(C)=C1C2CCC1C1C(=O)N(NC(=O)COc3ccc(Cl)c(C)c3)C(=O)C21 (stereo not drawn)
 : 13%, 20%, -3, -68*, -1%, -7%, -6%, 11%, 0%
Cc1ccc(-n2ncc3c(NCCC4=CCCCC4)ncnc32)cc1C
 : /, /, -3, /, -1%, 2%, /, 17%, /
Cc1ccc(S(=O)(=O)CC(CN2CCOCC2)N2CCOCC2)cc1 (stereo not drawn)
 : 1%, -11%, 5, -62*, 4%, 4%, 19%, 11%, -1%
COc1cccc2cc(C(=O)NCc3ccco3)c(=O)oc12
 : 13%, -4%, 4, -13, 8%, -17%, ?, 3%, 26%
CC1CCCCC1NC(=O)Cn1c(=O)oc2cc(S(=O)(=O)N3CCCC3)ccc21 (stereo not drawn)
 : 13%, 2%, 3, -1, 5%, -4%, -13%, 2%, -17%
C=CCNC(=O)C1CC(=O)N(c2ccc(OCC(=O)Nc3ccc(Cl)cc3)cc2)C1 (stereo not drawn)
 : 3%, 1%, 27, 32, 3%, -8%, -16%, 10%, -22%
COc1ccccc1CNC(=O)c1c(O)c2cc(OC)c(OC)cc2[nH]c1=O
 : -2%, -12%, -2, ?, 6%, -4%, 7%, 26%, 18%

# An excerpt from above with just KB-3-1 tox and D3 ag.
smiles | KB-3-1 tox | D3 ag
CCOC(=O)/C=C1\SCC(=O)N1CC(O)CN1C(=O)CS/C1=C\C(=O)OCC | 0% | 1
Cc1cccc(C(=O)OCC(=O)NCCCc2ccccc2)c1O | 7% | -4

# More results follow.
# Second line of a record: MCF10A rereplic, SW480 rereplic, D3 ag, IL-1B inflam inh, KB-3-1 tox, KB-V1 cytotox, HT1080 IDH1KD tx, HEK293 tox, HT1080NT lethal
CCn1cc(S(=O)(=O)c2ccc(OC)cc2)c(=O)c2cc(OC)ccc21
 : 6%, -2%, 2, -9, 16%, 16%, -13%, -19%, 5%
C[C@H](NC(=O)[C@@H]1Cc2ccccc2CN1)C(=O)NCC1CCCO1 (stereo partly drawn)
 : -2%, -2%, 1, -2, 10%, ?, 17%, -13%, 5%
COc1ncnc2c1oc1nc(C(C)C)c3c(c12)CC(C)(C)OC3
 : 4%, -7%, 1, -30, 23%, -4%, 0%, -10%, 14%
CCOC(=O)c1ccc(CNC(=O)C(Cc2c[nH]c3ccccc23)NC(C)=O)o1 (stereo not drawn)
 : -7%, -2%, -6, 40, 1%, -13%, -8%, -13%, -2%
Cc1ccc(C(=O)NNC(=O)c2ccc3ccccc3c2O)cc1
 : 15%, ?, 10, 18, ?, -18%, ?, -22%, -26%
CN1C2C=C3C(C#N)=C(N)C(C#N)(C#N)[C@@H](c4cccc(F)c4)[C@@H]3C1CC2 (stereo partly drawn)
 : 0%, -3%, 4, -1, -2%, 28%, 5%, -2%, 3%
CN(C)CCn1cnc2c(c1=N)C(c1ccccc1)c1ccc3ccccc3c1O2 (stereo not drawn)
 : ?, -2%, -11, -57*, ?, ?, -16%, 0%, -29%
COc1cc(NC(=O)c2ccc(Cl)cc2)c(Cl)cc1NC(=O)c1cccnc1
 : 1%, -14%, 5, 5, 5%, 0%, -1%, 0%, 13%
O=C(NC(=S)Nc1ccc2c(c1)OCCO2)c1ccccc1
 : -20%, ?, -9, -23, 1%, -17%, ?, -23%, ?
Cn1cc(SCC(=O)NC2CCCC2)c2ccccc21
 : 26%, -2%, 5, 0, 0%, -1%, 22%, 0%, 6%
CC1(C(=O)NS(=O)(=O)c2cccc(Cl)c2)CCN1C(=O)c1ccccc1 (stereo not drawn)
 : /, /, -10, 15, 0%, -1%, -2%, 1%, -5%
CC(=O)c1ccc(N2CCN(C(=O)C3CCN(C(=O)Nc4ccccc4)CC3)CC2)cc1
 : 14%, -27%, 24, 24, -8%, ?, -4%, 4%, -9%[9.24 µM]
NC1=NC(=O)/C(=C/c2c(OS(=O)(=O)c3ccc(Cl)cc3)ccc3ccccc23)S1
 : 0%, ?, -7, 14, 0%, 2%, 0%, 8%[1.53 µM], 7%
COC(=O)C1=C(C)N(C(C)C)C(=O)C1(NC(C)=O)C(F)(F)F (stereo not drawn)
 : 1%, -5%, 1, 0, 1%, -19%, -4%, -5%, 22%
CC(C)[C@H](NC(=O)N1CCn2c1nc1ccccc12)C(=O)N[C@@H](C(=O)O)c1ccccc1
 : 1%, 2%, -11, 5, 4%, -4%, 1%, 0%, 1%
CCN(c1ccccc1)S(=O)(=O)c1ccc(OC)c(NC(=O)CNC)c1
 : 8.2µM*, 29%, 1, 0, ?, ?, -3%, -2%, -27%
O=S(=O)(c1ccc(N2CCOCC2)cc1)N1CCOCC1
 : -8%, -9%, 4, -10, 25%, -1%, 16%, 0%, 9%
CCOC(=O)C1=C(COC(=O)Cc2ccc(Br)cc2)NC(=O)NC1C (stereo not drawn)
 : 2%, -9%, -5, -11, 19%, 6%, 7%, 14%, 3%
CCC1Oc2ccccc2N(CC(=O)NC2CCCC2)C1=O (stereo not drawn)
 : -2%, -27%, -3, -12, -15%, ?, -5%, -9%, -7%
Cc1nc2ccccc2n1CCOc1ccccc1
 : 6%, 1%, 3, ?, -2%, -1%, -16%, 0%, -25%
CCOc1ccc(NC(=O)CN(C)C(=O)c2csc3c2CCCC3)cc1OCC
 : -3%, -4%, -5, 2, 0%, 15µM*, -1%, ?, -2%
CC(C)CSC1=NSC2=NC(=O)/C(=C\c3cccs3)C(=N)N12
 : 21µM*, 10%, 10, -73*, ?, ?, -14%, ?, -1%
COc1c(Cl)cc(Br)c(OC)c1C(=O)NC(=O)Nc1nc(C)cc(C)n1
 : -14%, -20%, -3, /, ?, ?, 12%, 0%, 5%
Cc1cc(=S)c2cccc(C)c2[nH]1
 : -20%, -3%, -18, 10, 3%, -22%, -3%, 18%, 0%
C[C@@H]1CC=C[C@H]2[C@H]1C(=O)N(Cc1ccccc1)[C@H]2c1ccc2ccccc2c1Br
 : ?, 13%, -17, -75*, ?, ?, -16%, -12%, -21%
COc1ccc(F)cc1C(=O)C1CCCN(C(=O)Cc2c(C)noc2C)C1 (stereo not drawn)
 : 19%, 1%, -5, 27, -2%, -1%, 12%, -2%, 2%
